Assay outcomes as filed in PubChem.
AddAB inh = growth inhibition of E. coli expressing H. pylori AddAB, primary screen, AddAB inhibitor project, absorbance; inhibition, % at 11.9 µM; 330,000 compounds, 0.29% hits; AID 435030, 2010; in the data active = inhibition above about 12%;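 also: 0% = vehicle wells of infected cells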
Mot1-301 SUMO = yeast Mot1-301 growth rescue at high temperature, primary screen, SUMOylation pathway inhibitor project, S. cerevisiae, ATP luminescence, 38.5C; S. cerevisiae Mot1-301 growth rescue; percent above DMSO median, 100 means doubled; 320,000 compounds, 1% hits; AID 2716, 2010; growth rescue, % at 18.8 µM;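 active = every valid replicate shows activation above 250% relative to neutral control wells; inactive = the rest, any valid replicate at or below 250%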;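 also: OY570 slx delta 5 strain wells were the positive control but not used for scaling; some compounds called inactive have numbers as strong as hits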
DAGLB inhibitor = DAGLB lipase inhibitors, primary screen, biochemical, fluorescence, HTS; Diacylglycerol lipase-beta (Homo sapiens), Q8NCG7; HEK293T DAGLB membrane lysate, EnzChek fluorogenic substrate; inhibition, % at 5.17 µM; 340,000 compounds, 0.059% hits; AID 504411, 2011; in the data active = inhibition above about 34%;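 also: 0% = enzyme with vehicle and 100% = wells lacking enzyme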
Target sequence (Q8NCG7 whole entry, looked up): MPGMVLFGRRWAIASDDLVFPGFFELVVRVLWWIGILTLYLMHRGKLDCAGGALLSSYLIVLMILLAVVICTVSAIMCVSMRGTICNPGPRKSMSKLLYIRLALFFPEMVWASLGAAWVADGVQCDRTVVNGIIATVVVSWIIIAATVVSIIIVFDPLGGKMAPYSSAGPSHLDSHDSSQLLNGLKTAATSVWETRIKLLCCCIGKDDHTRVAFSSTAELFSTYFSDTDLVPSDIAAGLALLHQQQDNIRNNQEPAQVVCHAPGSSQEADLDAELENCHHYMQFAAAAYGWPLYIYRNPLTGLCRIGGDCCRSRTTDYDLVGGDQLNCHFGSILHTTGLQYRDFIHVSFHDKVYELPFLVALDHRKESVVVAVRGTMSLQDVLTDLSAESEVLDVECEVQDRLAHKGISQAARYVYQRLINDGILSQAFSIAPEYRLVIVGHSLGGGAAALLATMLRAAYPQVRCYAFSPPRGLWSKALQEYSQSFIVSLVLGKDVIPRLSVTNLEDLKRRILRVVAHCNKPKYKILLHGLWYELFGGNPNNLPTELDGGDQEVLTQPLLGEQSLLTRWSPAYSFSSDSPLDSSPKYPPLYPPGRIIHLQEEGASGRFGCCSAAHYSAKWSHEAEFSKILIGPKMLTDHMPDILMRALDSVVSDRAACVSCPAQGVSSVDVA
CDK5 inh = inhibitors of human CDK5/p35 kinase, primary screen, biochemical, single concentration. Cyclin-dependent kinase 5 (Homo sapiens) + Cyclin-dependent kinase 5 activator 1 (Homo …. Recombinant CDK5/p35, ADP-Glo luminescence, 60 min. inhibition, % at 10 µM. 330,000 compounds, 0.01% hits. AID 488839, 2010;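 active = highest replicate inhibition of at least 50% and at least 75% of replicates reaching 50%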;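 also: plate controls were DMSO neutral control for no effect and GW8510 at 10 µM for full effect; many of its hits are not listed in these tables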
E coli growth = E. coli V3065 growth inhibition, primary screen, counter-screen for AddAB inhibitor project, absorbance, OD600 | 18 h | inhibition, % at 11.9 µM | 330,000 compounds, 0.27% hits | AID 449728, 2010;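 active = inhibition above the campaign's mean inhibition across all tested compounds plus 3 SD, cut at about 9.9% in these data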;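 also: uninfected addAB+ strain grown without phage in ampicillin broth; 0% = DMSO wells and 100% = ciprofloxacin 0.95 µg/ml wells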
Tat transport = E. coli Tat export inhibitors, primary screen, MC4100, TorA-mCherry reporter, fluorescence, single point. inhibition, % at 10 µM. AID 488895, 2010. 340,000 compounds, 0.036% hits;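 active = mean replicate inhibition at least 50% and at least half of replicates individually reaching 50%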;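 also: exported cargo escapes ClpAP degradation while cytoplasmic cargo is degraded and loses fluorescence; 0% = median of neutral control wells and 100% = median of NaSCN control wells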
PKA-R1A act = activators of PKA-R1A holoenzyme, primary screen, biochemical, fluorescence polarization, Cy5-IP20, bovine R1A, mouse PKAc; cAMP-dependent protein kinase type I-alpha regulatory subunit (Bos taurus) + …; PKA-R1A dissociation; scaled: DMSO 0%, 113 µM cGMP 100%; 340,000 compounds, 0.083% hits; activation, % at 11.4 µM;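 active = percent activation above the mean of all tested compounds plus 3 SD, cut at about 19% in these data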;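 also: higher means more PKAc released from R1A so a rise in polarization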
HTR5A inv ctr = HTR5A inverse agonists in luminescence cell assay, primary screen, counter-screen for OPRM1-OPRD1 heterodimer inverse agonist project, full-deck HTS; 5-hydroxytryptamine receptor 5A (Homo sapiens), P47898; 340,000 compounds, 0.083% hits; inhibition, % at 9.3 µM; HTR5A cell line, inverse agonism; in the data active = inhibition mostly above about 23%, no sharp cut-off; inactive = mostly below about 18%;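 also: 0% = cells with DMSO and 100% = no-cell wells with DMSO; some compounds called inactive have numbers as strong as hits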
Target sequence (P47898 whole entry, looked up): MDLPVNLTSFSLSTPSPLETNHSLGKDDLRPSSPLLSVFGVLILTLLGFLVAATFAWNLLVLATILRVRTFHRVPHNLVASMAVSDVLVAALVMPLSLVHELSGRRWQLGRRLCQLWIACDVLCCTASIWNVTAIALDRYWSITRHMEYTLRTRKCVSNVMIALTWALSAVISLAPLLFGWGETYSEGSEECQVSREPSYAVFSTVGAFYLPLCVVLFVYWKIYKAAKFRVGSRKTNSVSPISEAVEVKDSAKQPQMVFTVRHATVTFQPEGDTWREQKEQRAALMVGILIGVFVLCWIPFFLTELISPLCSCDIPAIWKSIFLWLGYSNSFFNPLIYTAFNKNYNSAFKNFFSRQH
HTR5A ag ctr = HTR5A agonists in luminescence cell assay, primary screen, counter-screen for OPRM1-OPRD1 heterodimer agonist project, full-deck HTS; 5-hydroxytryptamine receptor 5A (Homo sapiens), P47898; cell-based; activation, % at 9.3 µM; 340,000 compounds, 0.61% hits; AID 504692, 2011; in the data active = activation mostly above about 9.5%, no sharp cut-off; inactive = mostly below about 7.6%;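 also: 0% = cells with vehicle only and 100% = reference agonist; strong numbers were not always called active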
phage Ecoli inh = growth loss of phage-infected E. coli, primary screen, RecBCD inhibitor project, absorbance, with phage, HTS | inhibition, % at 11.9 µM | 360,000 compounds, 0.26% hits | AID 651602, 2012; in the data active = inhibition above about 11%
PKA-R2B activ = activators of PKA-R2B holoenzyme, primary screen, biochemical, fluorescence polarization, Cy5-IP20, human; AID 504700, 2011; 340,000 compounds, 0.079% hits; PKA-R2B holoenzyme dissociation; R2B truncated from residue 108, S112A mutant; 0% DMSO only, 100% 113 µM cGMP; cAMP-dependent protein kinase catalytic subunit beta (Homo sapiens) + cAMP-dependent …; activation, % at 11.4 µM;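 active = activation above a cutoff set at the mean over all compounds plus 3 SD, cut at about 18% in these data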;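 also: higher means more holoenzyme dissociation and a rise in polarization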
* marks the source's active call; other numbers are inactive results. Hits appear at their usual frequency; any-hit rate near 2.3%.

What do the screens show for `CCOC(=O)c1ccccc1NC(=O)c1ccc(N(C)S(C)(=O)=O)cc1`?
AddAB inh: 1.4; Mot1-301 SUMO: 4.2; DAGLB inhibitor: -3.1; CDK5 inh: 0.1; E coli growth: 1.2; Tat transport: 2.1; PKA-R1A act: 2.2; HTR5A inv ctr: -1.0; HTR5A ag ctr: 0.4; phage Ecoli inh: -0.8; PKA-R2B activ: -2.0

What do the screens show for `COC(=O)c1cc(NC(=O)Cc2ccc(OC)c(OC)c2)cc(C(=O)OC)c1`?
AddAB inh: 0.2; Mot1-301 SUMO: 190.9; DAGLB inhibitor: 0.7; CDK5 inh: -0.2; E coli growth: -3.4; Tat transport: -1.8; PKA-R1A act: -3.4; HTR5A inv ctr: -29.9; HTR5A ag ctr: 0.0; phage Ecoli inh: -0.5; PKA-R2B activ: 0.7

What do the screens show for `C/C(CC(=O)Nc1ccc(C)cc1C)=N\NC(=O)C(C)C`?
AddAB inh: 1.6; Mot1-301 SUMO: -1.9; DAGLB inhibitor: -2.4; CDK5 inh: -0.7; E coli growth: -3.6; Tat transport: -7.3; PKA-R1A act: -11.9; HTR5A inv ctr: -4.1; HTR5A ag ctr: 1.6; phage Ecoli inh: 1.1; PKA-R2B activ: 3.9

Results for Cc1cc(C)cc(-n2c(=O)c3ccccc3n(CC(=O)NCC3CCCO3)c2=O)c1 (stereo unspecified) ?
AddAB inh: -0.8; Mot1-301 SUMO: -1.1; DAGLB inhibitor: 0.1; CDK5 inh: -0.3; E coli growth: -3.9; Tat transport: 5.1; PKA-R1A act: -2.3; HTR5A inv ctr: 16.0; HTR5A ag ctr: -5.7; phage Ecoli inh: 6.0; PKA-R2B activ: -7.8

What do the screens show for `Cc1nnc(NC(=O)CCS(=O)(=O)c2ccccc2)s1`?
AddAB inh: 2.7; Mot1-301 SUMO: -2.3; DAGLB inhibitor: 0.7; CDK5 inh: -0.6; E coli growth: -3.8; Tat transport: 2.2; PKA-R1A act: -4.3; HTR5A inv ctr: 10.8; HTR5A ag ctr: 3.1; phage Ecoli inh: 1.1; PKA-R2B activ: -4.7

What do the screens show for `Cc1ccc(N(CCC#N)C(=O)CN2C(=O)NC(Cc3ccccc3)C2=O)cc1` (stereo unspecified)?
AddAB inh: 2.9; DAGLB inhibitor: 0.9; CDK5 inh: -1.6; E coli growth: 1.1; Tat transport: -2.3; PKA-R1A act: -5.9; HTR5A inv ctr: 6.7; HTR5A ag ctr: -2.3; phage Ecoli inh: 4.3; PKA-R2B activ: 0.8

What do the screens show for `COc1cccc(NCCC(=O)c2cccc([N+](=O)[O-])c2)c1`?
AddAB inh: 3.8; Mot1-301 SUMO: -19.1; DAGLB inhibitor: -0.3; CDK5 inh: -4.8; E coli growth: -2.1; Tat transport: 2.7; PKA-R1A act: -10.1; HTR5A inv ctr: -8.7; HTR5A ag ctr: 3.4; phage Ecoli inh: 1.1; PKA-R2B activ: -9.0

How did CCc1c(C)sc(NC(=O)OC)c1C(=O)N1CCCCC1 do in these assays?
AddAB inh: 1.0; Mot1-301 SUMO: -11.8; DAGLB inhibitor: 2.2; CDK5 inh: 5.1; E coli growth: -0.2; Tat transport: 3.2; PKA-R1A act: -14.3; HTR5A inv ctr: -7.8; HTR5A ag ctr: 2.4; phage Ecoli inh: 1.4; PKA-R2B activ: -7.7

Results for CC(C)CNC(=O)c1ccccc1SCC(=O)NC12CC3CC(CC(C3)C1)C2 ?
AddAB inh: 0.9; Mot1-301 SUMO: 3.3; DAGLB inhibitor: 2.6; CDK5 inh: 1.0; E coli growth: 0.0; Tat transport: -0.6; PKA-R1A act: -8.8; HTR5A inv ctr: 1.9; HTR5A ag ctr: 2.0; phage Ecoli inh: 1.8; PKA-R2B activ: -0.8

Results for Cc1ccc(NC(=S)NC(=O)C2CC2)cc1Cl ?
Mot1-301 SUMO: 14.0; DAGLB inhibitor: -6.6; CDK5 inh: 0.2; Tat transport: 1.9; PKA-R1A act: -4.3; HTR5A inv ctr: -0.3; HTR5A ag ctr: 2.5; phage Ecoli inh: 0.2; PKA-R2B activ: -1.7

How did COc1cc(NC(=O)Cc2ccc([N+](=O)[O-])cc2)c(C(=O)O)cc1OC do in these assays?
AddAB inh: 3.9; Mot1-301 SUMO: 1.2; DAGLB inhibitor: -0.7; CDK5 inh: -1.2; E coli growth: -3.3; Tat transport: -8.2; PKA-R1A act: -3.3; HTR5A inv ctr: -4.4; HTR5A ag ctr: -0.2; phage Ecoli inh: 1.8; PKA-R2B activ: 3.1

Results for CCc1nc2ccccc2n1CCc1ccccc1 ?
AddAB inh: -1.4; Mot1-301 SUMO: -25.6; DAGLB inhibitor: -3.8; CDK5 inh: -0.6; E coli growth: -1.4; Tat transport: 5.1; PKA-R1A act: -6.7; HTR5A inv ctr: -22.1; HTR5A ag ctr: 1.1; phage Ecoli inh: 1.5; PKA-R2B activ: -12.1

What do the screens show for `CCOC(=O)c1c(CN2CCCCC2C)oc2ccc(OC)cc12` (stereo unspecified)?
AddAB inh: 1.1; Mot1-301 SUMO: -5.2; DAGLB inhibitor: -6.3; CDK5 inh: 0.6; E coli growth: -2.0; Tat transport: -3.2; PKA-R1A act: 1.3; HTR5A inv ctr: 7.9; HTR5A ag ctr: 0.0; phage Ecoli inh: 3.2; PKA-R2B activ: -4.5

How did CCc1cc2c(=O)c(-c3nc4ccccc4n3C)coc2c(CN2CCCCC2C)c1O (stereo unspecified) do in these assays?
DAGLB inhibitor: 1.4; CDK5 inh: 0.6; Tat transport: 1.9; PKA-R1A act: -5.9; HTR5A inv ctr: 5.9; HTR5A ag ctr: -1.6; phage Ecoli inh: -0.6; PKA-R2B activ: -5.5

What do the screens show for `CCOc1ccccc1NC(=O)COC(=O)c1ccc(S(=O)(=O)N2CCCC2)cc1`?
DAGLB inhibitor: -1.6; CDK5 inh: -1.9; Tat transport: 1.3; PKA-R1A act: -3.8; HTR5A inv ctr: 3.5; HTR5A ag ctr: 9.1; phage Ecoli inh: -1.5; PKA-R2B activ: 1.0

How did Cc1cccc(NCC(=O)N/N=C\c2ccccn2)c1 do in these assays?
AddAB inh: -1.4; DAGLB inhibitor: 0.5; CDK5 inh: -1.4; E coli growth: 0.2; Tat transport: -2.4; PKA-R1A act: 9.9; HTR5A inv ctr: -2.2; HTR5A ag ctr: 3.8; phage Ecoli inh: -0.6; PKA-R2B activ: 9.9

Results for N#C/C(=C\c1ccc(N2CCOCC2)o1)C(=O)NC1CCCCC1 ?
AddAB inh: 0.3; Mot1-301 SUMO: 28.6; DAGLB inhibitor: -11.0; CDK5 inh: -0.8; E coli growth: -1.5; Tat transport: -1.4; PKA-R1A act: -7.5; HTR5A inv ctr: -15.6; HTR5A ag ctr: 1.7; phage Ecoli inh: 1.5; PKA-R2B activ: 3.3

What do the screens show for `CCOC(=O)/C(N=Nc1ccc(C(=O)O)cc1[N+](=O)[O-])=C(\C)O`?
AddAB inh: 1.3; Mot1-301 SUMO: 355.8; DAGLB inhibitor: -0.2; CDK5 inh: -2.5; E coli growth: 1.2; Tat transport: 5.0; PKA-R1A act: 6.0; HTR5A inv ctr: -10.4; HTR5A ag ctr: 1.9; phage Ecoli inh: 1.5; PKA-R2B activ: 8.2

Results for CCCCS(=O)(=O)N1CCC(C(=O)NCC2CCCO2)CC1 (stereo unspecified) ?
AddAB inh: 1.8; Mot1-301 SUMO: -2.6; DAGLB inhibitor: 1.9; CDK5 inh: 0.8; E coli growth: 3.1; Tat transport: -3.8; PKA-R1A act: -1.6; HTR5A inv ctr: 2.7; HTR5A ag ctr: -0.7; phage Ecoli inh: 3.1; PKA-R2B activ: 0.7

Results for C=CCn1c(=O)c2c3c(sc2n2c(Nc4ccc(OC)cc4)nnc12)CCCC3 ?
AddAB inh: 1.4; Mot1-301 SUMO: 18.6; DAGLB inhibitor: 3.0; CDK5 inh: 1.7; E coli growth: 1.1; Tat transport: 8.1; PKA-R1A act: 0.3; HTR5A inv ctr: -16.9; HTR5A ag ctr: 7.3; phage Ecoli inh: 1.1; PKA-R2B activ: -10.2

What do the screens show for `Cc1ccnc(N2C(=O)OC(C)(C)C2(C)O)c1` (stereo unspecified)?
AddAB inh: 1.2; Mot1-301 SUMO: -12.0; DAGLB inhibitor: -0.8; CDK5 inh: 0.6; E coli growth: -0.1; Tat transport: -1.8; PKA-R1A act: -1.2; HTR5A inv ctr: -8.1; HTR5A ag ctr: 3.2; phage Ecoli inh: -0.9; PKA-R2B activ: -5.0

How did Fc1ccc(NC(=S)Nc2cccc3ccccc23)cc1F do in these assays?
AddAB inh: 0.6; Mot1-301 SUMO: -8.1; DAGLB inhibitor: -1.1; CDK5 inh: -0.6; E coli growth: 3.3; Tat transport: 4.2; PKA-R1A act: -2.9; HTR5A inv ctr: -31.1; HTR5A ag ctr: 1.6; phage Ecoli inh: 2.1; PKA-R2B activ: 4.3

What do the screens show for `Cc1ccc(C(=O)NNC(=S)NC(=O)c2ccc(Cl)cc2)cc1`?
AddAB inh: 9.2; Mot1-301 SUMO: 118.7; DAGLB inhibitor: 4.2; CDK5 inh: 1.9; E coli growth: 4.3; Tat transport: -3.6; PKA-R1A act: -2.4; HTR5A inv ctr: 4.1; HTR5A ag ctr: -0.5; phage Ecoli inh: 6.4; PKA-R2B activ: -7.2

What do the screens show for `O=C(CCn1c(=O)sc2ccccc21)NCc1ccco1`?
AddAB inh: -1.5; Mot1-301 SUMO: -12.0; DAGLB inhibitor: 2.1; CDK5 inh: -1.1; E coli growth: -1.4; Tat transport: -5.5; PKA-R1A act: -6.7; HTR5A inv ctr: -13.9; HTR5A ag ctr: -1.1; phage Ecoli inh: -0.2; PKA-R2B activ: -2.1

What do the screens show for `CCOc1ccc(/C=N/NS(=O)(=O)c2ccc(C)cc2)cc1OC`?
Mot1-301 SUMO: active; DAGLB inhibitor: 1.0; CDK5 inh: -1.4; Tat transport: -0.4; PKA-R1A act: 1.8; HTR5A inv ctr: -11.2; HTR5A ag ctr: 4.1; phage Ecoli inh: 0.2; PKA-R2B activ: 5.7
